SENP7 inh = inhibitors of human SENP7 protease; Q9BQF6; hit rate 1.5% among 330,000; recombinant SENP7, Z-RLRGG-aminoluciferin luminescence, 40 min; inhibition, % at 5 µM; AID 434973;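 active means inhibition above about 50% at the single test dose, limit read from the data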;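 further: plate controls were DMSO with enzyme for no effect and no enzyme buffer wells for full effect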
MPTP block = inhibitors of mitochondrial permeability transition pore; isolated mouse mitochondria, Ca2+ swelling absorbance, 30 min; inhibition, % at 10 µM; hit rate 1.4% among 360,000; AID 602449;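 active means inhibition of 50% or more, scaled per plate between neutral and stimulator controls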;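 further: 0% = DMSO wells given calcium and 100% = 1 mM EGTA wells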
NR3A LBD binder = NR3A (human) ligand-binding domain modulation; AID 1259313; Tm shift relative to glycine control, % at 25 µM; NR3A LBD differential scanning fluorimetry, Tm shift; 0% = protein alone, 100% = glycine-bound protein; hit rate 2.5% among 340,000;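 active means melting temperature shift of at least 10% of the positive control shift, at one fixed dose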
SENP6 block = inhibitors of human SENP6 protease; Recombinant SENP6 catalytic domain, aminoluciferin luminescence; inhibition, % at 10 µM; hit rate 1.8% among 330,000; Q9GZR1;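 active means inhibition above about 50% at the single tested dose, limit read from the data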;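 further: plate controls were DMSO wells with enzyme for no effect and DMSO wells lacking enzyme for full effect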
ATG4B inhibitor = inhibitors of human ATG4B cysteine protease; AID 504462; ATG4B cleavage of LC3-PLA2, NBD-HPC fluorescence, 1 h; inhibition, % at 8.33 µM; Q9Y4P1; hit rate 0.51% among 340,000; in the data active means inhibition above about 40%
SENP8 block = inhibitors of human SENP8 protease; recombinant SENP8, Nedd8 substrate fluorescence; inhibition, % at 20 µM; hit rate 0.64% among 360,000; AID 602440; in the data active means inhibition mostly above about 40%, no sharp cut-off; inactive means mostly below about 27%
Target sequence (Q96LD8 whole entry, looked up): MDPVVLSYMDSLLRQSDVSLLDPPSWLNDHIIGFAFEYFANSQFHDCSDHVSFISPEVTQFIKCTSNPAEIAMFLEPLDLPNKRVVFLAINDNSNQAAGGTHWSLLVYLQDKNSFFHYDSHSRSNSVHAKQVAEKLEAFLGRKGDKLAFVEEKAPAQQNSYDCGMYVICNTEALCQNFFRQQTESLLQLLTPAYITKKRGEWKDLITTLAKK
HKDC1 inh = blocks human hexokinase HKDC1 activity; Q2TB90; recombinant HKDC1, G6PDH/diaphorase resazurin coupled fluorescence; inhibition, % at 20 µM; AID 493160; hit rate 0.16% among 340,000;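 active means inhibition above about 35% when tested at 20 µM, limit read from the data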;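 further: plate controls were DMSO wells with enzyme for no effect and DMSO wells lacking enzyme for full effect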
Target sequence (Q2TB90 whole entry, looked up): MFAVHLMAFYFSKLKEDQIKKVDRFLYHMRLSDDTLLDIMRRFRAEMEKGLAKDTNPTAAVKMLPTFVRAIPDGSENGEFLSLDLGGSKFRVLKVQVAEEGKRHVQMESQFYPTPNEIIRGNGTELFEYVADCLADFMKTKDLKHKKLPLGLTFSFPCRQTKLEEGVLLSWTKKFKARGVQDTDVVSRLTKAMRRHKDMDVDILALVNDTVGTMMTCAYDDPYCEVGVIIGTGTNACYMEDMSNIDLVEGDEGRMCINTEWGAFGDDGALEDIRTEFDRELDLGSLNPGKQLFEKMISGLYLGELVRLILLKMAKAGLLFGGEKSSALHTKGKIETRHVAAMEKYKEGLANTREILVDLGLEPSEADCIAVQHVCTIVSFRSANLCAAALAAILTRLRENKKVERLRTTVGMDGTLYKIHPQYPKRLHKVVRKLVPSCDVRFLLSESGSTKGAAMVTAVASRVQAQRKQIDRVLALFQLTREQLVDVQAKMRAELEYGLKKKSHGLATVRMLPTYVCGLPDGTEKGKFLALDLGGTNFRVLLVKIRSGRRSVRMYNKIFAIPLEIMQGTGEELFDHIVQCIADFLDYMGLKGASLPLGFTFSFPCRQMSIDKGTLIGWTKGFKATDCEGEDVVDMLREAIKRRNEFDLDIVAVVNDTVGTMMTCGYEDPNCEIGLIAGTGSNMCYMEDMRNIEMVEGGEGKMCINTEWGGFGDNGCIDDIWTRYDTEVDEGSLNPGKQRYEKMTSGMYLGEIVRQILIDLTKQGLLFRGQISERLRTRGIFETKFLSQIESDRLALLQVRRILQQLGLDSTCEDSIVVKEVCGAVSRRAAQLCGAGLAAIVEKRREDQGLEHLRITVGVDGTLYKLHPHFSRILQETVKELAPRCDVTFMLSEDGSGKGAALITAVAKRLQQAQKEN
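Test system: HK5 enzyme. Quantity: 5 µg/mL HK5 final. Reagent: glucose and ATP substrates. Schedule: 90 min reaction incubation at room temperature, dark. Technique: resazurin-to-resorufin fluorescence via G6PDH and diaphorase coupling, 525/613 nm. Control set: DMSO wells with and without enzyme mix.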
PfGluPho inh = PfG6PD (Plasmodium falciparum) enzyme inhibition. AID 504690. hit rate 0.78% among 350,000. PfGluPho enzyme, NADPH resazurin-diaphorase fluorescence. inhibition, % at 20 µM;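 active means inhibition reaching at least a set limit at 20 µM in the primary screen, cut at about 59% in these data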;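 further: 0% = DMSO wells with substrate and 100% = DMSO wells lacking glucose-6-phosphate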
Active calls of the source: *; . = no result given.

SMILES	SENP7 inh	MPTP block	NR3A LBD binder	SENP6 block	ATG4B inhibitor	SENP8 block	HKDC1 inh	PfGluPho inh
Cc1cc(OC(=O)c2ccccc2)n(CCC#N)n1	8	-1.9	1	6	-5	20	8	8
NC(=O)CC(NC(=O)Cc1cccc2ccccc12)c1ccc(NCCOc2ccccc2)c([N+](=O)[O-])c1 (stereo unspecified)	-12	1.3	0	-15	0	39	-2	-9
O=C(O)CCn1nc(-c2ccc(F)cc2)cc(Cc2ccccc2)c1=O	0	-0.5	-2	11	-5	8	-2	-8
CC1CN(S(=O)(=O)c2cccc(C(=O)OCC(=O)N3CCCCCC3)c2)CC(C)O1 (stereo unspecified)	3	-0.2	-2	14	-7	0	-5	-1
CCCNC(=O)Cn1nc(C(F)(F)F)cc1C	5	0.9	0	19	-11	9	-3	-1
O=C(CSc1nnc([C@@H]2CCCN2)o1)c1ccc(Cl)cc1	-5	-0.6	-1	14	-1	26	2	-8
CCNc1oc(-c2ccc(OC)cc2)nc1S(=O)(=O)c1ccc(Br)cc1	3	0.9	-2	14	3	-12	-8	-5
CC(=O)c1cc2c(cc1N/C(=N/S(=O)(=O)c1ccc(C)cc1)c1ccccc1)OCO2	-6	1.2	-3	-1	-13	-159	14	7
Cc1cccc(COC(=O)C(Cc2ccccc2)NC(N)=O)c1 (stereo unspecified)	-1	-0.9	0	-1	28	11	-2	7
CC1(C)CC(=O)C(N=Nc2cccnc2)=C(O)C1	5	0.0	1	-3	-2	25	-7	6
COc1ccc(NC(=O)c2sc3nc(C)cc(C)c3c2N)c(OC)c1	-4	0.7	0	3	-6	-311	-3	4
Cc1cccc(S(=O)(=O)NCCc2ccccc2)c1	3	-0.6	0	-1	11	0	13	5
CCN(CC)Cc1c(O)ccc2c(=O)c(-c3ccc(Cl)cc3)coc12	1	-1.0	-1	-3	-4	-450	-6	-24
CC(=O)N(C)c1ccc(OCC(O)CN(c2ccccc2C)S(=O)(=O)c2ccc(C)cc2)cc1 (stereo unspecified)	0	-0.4	-2	-7	-8	-1	2	-19
CCC(=O)Nc1ccc(Nc2nc(Cl)nc(Nc3ccc(NC(=O)CC)cc3)n2)cc1	4	3.1	0	-8	1	23	-9	-4
COc1ccc(CCNc2ccc(S(=O)(=O)N3CCCC3)cc2[N+](=O)[O-])cc1	-1	-18	-1	5	-5	8	-3	2
COC(=O)c1ccc(CSc2nc3cc(Cl)ccc3s2)o1	4	0.9	3	34	-4	7	0	21
Nc1nonc1-n1nnc(C(=O)N/N=C/c2ccco2)c1-c1ccccc1	0	-0.8	-1	0	-5	-21	1	17
C/C(CC(=O)Nc1ccc(N(C)C)cc1)=N\NC(=O)c1ccc(C(C)(C)C)cc1	12	0.8	-3	2	6	9	-8	-11
Cc1cc(C)c(C)c(S(=O)(=O)N2CCC(C(=O)N3CC(C)CC(C)C3)CC2)c1C (stereo unspecified)	-11	-0.8	0	-4	29	5	-6	-16
Cc1ccc(CN2CCN(Cc3cnn(-c4ccc(Cl)cc4)c3)CC2CCO)o1 (stereo unspecified)	-2	-1.2	-2	-12	-8	4	-5	0
COCCCNC(=O)c1ccc(CS(=O)(=O)Cc2cccc(C)c2)o1	-1	0.3	0	-2	-7	12	-12	4
O=C(CNC(=O)c1ccccc1)OC(C(=O)Nc1cc(C(F)(F)F)ccc1Cl)c1ccccc1 (stereo unspecified)	2	0.7	-1	-18	-15	20	1	18
COc1ccc(Oc2cc(C)c3ccccc3n2)cc1	6	1.1	1	-15	-2	16	0	11
CCCN(CC(=O)Nc1ccccc1C)C(=O)c1ccc(S(=O)(=O)N2CCC(C)CC2)cc1	3	2.1	-1	-10	5	17	-4	-6

Random excerpt: three entries already listed
SMILES	SENP7 inh	MPTP block	NR3A LBD binder	SENP6 block	ATG4B inhibitor	SENP8 block	HKDC1 inh	PfGluPho inh
CC(=O)N(C)c1ccc(OCC(O)CN(c2ccccc2C)S(=O)(=O)c2ccc(C)cc2)cc1 (stereo unspecified)	0	-0.4	-2	-7	-8	-1	2	-19
Cc1cccc(COC(=O)C(Cc2ccccc2)NC(N)=O)c1 (stereo unspecified)	-1	-0.9	0	-1	28	11	-2	7
CCCNC(=O)Cn1nc(C(F)(F)F)cc1C	5	0.9	0	19	-11	9	-3	-1

The listing picks up; the three compounds before the break are reprinted first.
SMILES	SENP7 inh	MPTP block	NR3A LBD binder	SENP6 block	ATG4B inhibitor	SENP8 block	HKDC1 inh	PfGluPho inh
O=C(CNC(=O)c1ccccc1)OC(C(=O)Nc1cc(C(F)(F)F)ccc1Cl)c1ccccc1 (stereo unspecified)	2	0.7	-1	-18	-15	20	1	18
COc1ccc(Oc2cc(C)c3ccccc3n2)cc1	6	1.1	1	-15	-2	16	0	11
CCCN(CC(=O)Nc1ccccc1C)C(=O)c1ccc(S(=O)(=O)N2CCC(C)CC2)cc1	3	2.1	-1	-10	5	17	-4	-6
Cc1ccc([N+](=O)[O-])cc1S(=O)(=O)Nc1ccc(C(=O)N(C)C)cc1	0	-1.0	-2	-3	3	7	2	-19
CN(C)CCCNC(=O)c1ccc(Oc2ccccc2)cc1	-10	3.3	-1	-12	-7	13	-13	10
COc1ccc(C(=O)Nc2ccccc2C(=O)NC(C(=O)NCc2ccco2)C(C)C)cc1 (stereo unspecified)	4	2.3	0	-11	6	-29	0	3
Cc1ccc(S(=O)(=O)N2CCOCC2)cc1C(=O)Nc1ccccc1N1CCCC1	3	-0.4	0	-8	0	8	-7	2
Cc1cccc(OCC(=O)NNC(=O)CSc2ncc(C#N)c(N)n2)c1	-4	3.8	0	3	5	-48	8	-7
COc1cccc(/C=C/C(=O)Nc2ccc3c(c2)OCCO3)c1OC	76*	-1.7	20*	33	2	6	-2	28
CCC(=O)Nc1ccc(N2CCN(C(=O)c3ccco3)CC2)c(Cl)c1	1	-0.7	2	-11	0	2	6	4
CC12CCC(=O)N1C(C(=O)Nc1ccc(F)c(Cl)c1)CS2 (stereo unspecified)	0	-0.5	4	3	3	5	2	4
CC(C)c1cc(CN2CCN(CCC#N)CC2)cc(C(C)C)c1O	-10	-0.4	-1	-13	4	23	-2	0
Clc1ccc2c(c1)nc1n2CCCC1	0	-0.6	15*	13	-3	11	-11	1
CCC(C)NC(=O)CSc1nc2c(sc3ccccc32)c(=O)n1CCCN1CCOCC1 (stereo unspecified)	0	0.4	1	-2	1	-10	-1	-3
O=C1CCN(Cc2ccccc2)CCN1[C@H](CO)Cc1ccccc1	-7	-0.5	0	-16	-3	9	-3	-3
CCCCCCCCS(=O)c1sc2nc(C)cc(C)c2c1N (stereo unspecified)	7	-3.3	1	-3	22	-336	-7	-8
Cc1cccn2c(=O)c3cc(C(=O)NC4CCCC4)n(C)c3nc12	1	-1.1	-1	6	2	-337	5	19
O=C1C2C3C=CC(C2C(=O)N1CCCO)C1C2C(=O)N(CCCO)C(=O)C2C31 (stereo unspecified)	-6	-0.6	0	-4	16	14	-11	-10
COc1ccc(-c2ccc(SCC(=O)N3CC(=O)Nc4ccccc43)nn2)cc1	3	-0.3	-3	-15	-4	3	4	8
CCN(CC(=O)NCc1ccc(F)cc1)C(=O)CN1CCN(c2ccc(OC)cc2)CC1	6	-0.5	-2	0	2	10	-3	4
CC(=O)c1ccc(NC(=S)Nc2ccc3[nH]c(=O)[nH]c3c2)cc1	-8	-0.4	3	-8	-8	1	-8	4
O=C(/C=C/c1c(F)cccc1Cl)c1ccc(O)cc1	-16	37	5	48	-5	7	9	-9
CCC(NC(=O)c1ccccc1NC(=O)c1ccco1)C(=O)O (stereo unspecified)	10	0.0	0	-10	7	1	-1	-22
COC(=O)C(CC(C)C)N1CCC(=O)c2ccccc2S1(=O)=O (stereo unspecified)	-2	-0.2	1	0	5	15	4	-12
NNC(=O)c1ccc2[nH]c3c(c2c1)CCCC3	0	0.0	-9	-8	5	-7	-7	-8
Cc1cc(C)cc(NC(=O)COC(=O)c2cc(C)oc2C)c1	-3	0.5	1	-7	3	4	-10	-10
CCCCN1CCC(COC(=O)c2cc(Cl)c(N)c3c2OCCO3)CC1	4	-0.8	-1	0	-6	3	-4	-10
O=C(OCC(=O)N1N=C(c2ccc(Cl)cc2)CC1c1ccco1)c1cncc(Br)c1 (stereo unspecified)	8	-1.7	-1	7	2	-12	6	30
SMILES	SENP7 inh	MPTP block	NR3A LBD binder	SENP6 block	ATG4B inhibitor	SENP8 block	HKDC1 inh	PfGluPho inh
OCC[C@H]1C[C@H](O)[C@@H](O)[C@]2(CCc3ccccc3CO2)O1	10	-0.5	1	-6	2	15	-3	-17
CCOC(=O)CSc1nnc(CNC(=O)c2cccs2)n1-c1ccccc1	3	-1.4	1	24	-8	11	-3	-1
Cc1ccc(-n2nnnc2SCC(=O)Nc2ccc3c(c2)OCCO3)cc1C	8	2.4	-1	7	-8	5	-2	-6
COc1ccc(NC(=O)[C@@H]2CCCN2S(=O)(=O)c2ccccc2F)cc1S(=O)(=O)N1CCCCC1	-6	-0.8	-9	-4	-8	0	-4	4
COc1ccc(-c2csc(NC(=O)Cc3ccccc3F)n2)c(OC)c1	1	-0.5	-2	6	-10	-6	2	22
Cc1ccc(SCC(=O)Nc2cccc(S(=O)(=O)N3CCOCC3)c2)cc1C	-12	0.1	-6	-9	-4	9	-2	-8
O=S(=O)(c1cc(F)ccc1F)N1CCC2(CC1)OCCN2S(=O)(=O)c1cccs1	-2	-0.8	0	-2	6	9	-6	3
Cn1c(=O)oc2cc(S(=O)(=O)Nc3ccc4c(c3)OCCO4)ccc21	-2	8.0	-1	1	-5	2	-5	-9
CC1(C)CC(=O)c2cc(OCC(=O)NCCN3CCCc4ccccc43)ccc2O1	8	-2.4	1	8	8	-288	-6	-8
O=C(CCN1CCOCC1)NNC(=O)Nc1cccc(C(F)(F)F)c1	4	-1.4	2	-3	2	-6	-9	6
CCNC(=O)C1CCN(S(=O)(=O)c2ccc(F)cc2)CC1	-2	0.7	1	1	-7	20	-4	4
CN(C(=O)c1cccc(NC(=O)Cc2cccc(NC(=O)C3CCCN(C(=O)c4ccccc4)C3)c2)c1)C1CCC1 (stereo unspecified)	.	-0.3	-3	.	-14	-6	1	-5
CN1CCN(c2ccc(CNS(=O)(=O)c3ccc(F)cc3Cl)cc2)CC1	1	-0.3	-2	-2	-6	6	-8	-1
Cc1ccc(N2C(=O)CN(Cc3ccccc3)C2=S)cc1C	2	-1.3	-2	8	75*	10	-9	1
CCOC(=O)C1CCCN(C2CC(=O)N(c3ccc(N4C(=O)CC(N5CCCC(C(=O)OCC)C5)C4=O)cc3)C2=O)C1 (stereo unspecified)	0	-0.1	-1	-10	1	5	-11	-14
Nc1[nH]nc2nc(-c3ccccc3)[nH]c(=O)c12	-8	-0.5	-2	-1	1	-65	-1	-23
CN(C)S(=O)(=O)c1ccc(Cl)c(NC(=O)CN2CCN(Cc3ccc4c(c3)OCO4)CC2)c1	-2	3.2	-1	-8	-5	11	23	-10
O=C(CSc1nc2ccccc2o1)N1CCN(c2ccccc2)CC1	2	0.4	1	16	-10	21	-6	-16
Cc1ccccc1-c1nc(CS(=O)(=O)CC(=O)NCCCN2CCN(C)CC2)c(C)o1	1	1.7	-1	-3	2	8	-9	5
COC(=O)/C=c1/s/c(=C(\C#N)C(=O)NCc2ccco2)n(-c2ccc(C)cc2)c1=O	-1	3.1	0	-4	5	3	6	2
CN(C)c1nc2c(c(=O)[nH]c(=O)n2C)n1CCCc1ccccc1	3	0.8	0	7	-2	13	-3	2
CCc1ccc(C(=O)COC(=O)CNC(=O)c2ccc(Br)o2)cc1	0	-0.4	-1	-24	14	11	4	-11
CCOc1ccc(N2CC(C(=O)NCCc3c[nH]c4ccc(C)cc34)CC2=O)cc1 (stereo unspecified)	-1	0.9	3	-16	-7	-13	5	7
Cc1ccc(S(=O)(=O)N2CCSCCSCCSCCSCC2)cc1	.	-1.6	2	.	-3	-1	-4	10
N=C1/C(=C/c2ccc(OCc3ccccc3F)cc2)C(=O)N=C2SC(CC(=O)N3CCOCC3)=NN12	-12	28	-5	-27	7	3	12	-50

Two of these compounds, reformatted.
SENP7 inh | MPTP block | NR3A LBD binder | SENP6 block | ATG4B inhibitor | SENP8 block | HKDC1 inh | PfGluPho inh | compound
-5 | -0.6 | -1 | 14 | -1 | 26 | 2 | -8 | O=C(CSc1nnc([C@@H]2CCCN2)o1)c1ccc(Cl)cc1
3 | 0.9 | -2 | 14 | 3 | -12 | -8 | -5 | CCNc1oc(-c2ccc(OC)cc2)nc1S(=O)(=O)c1ccc(Br)cc1
